Compound activity as filed in PubChem BioAssay.
EWS-Fli block: EWS/Fli-driven NR0B1 reporter inhibitors, primary screen, A673 cells, NR0B1 luciferase, luminescence, MLPCN library; 0.67% of 350,000 active; viability-normalised; AID 651661, 2012; inhibition, % at 12.6 µM;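 active = mean inhibition of at least 50% after viability correction, with every replicate also passing that limit; inconclusive = mean reaches 50% but only one of two replicates passes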;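 also: firefly luciferase signal divided by Alamar Blue viability fluorescence both relative to DMSO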
S100A4 MyoIIA: inhibitors of S100A4-myosin IIA peptide binding, primary screen, biochemical, fluorescence polarization, TAMRA-MyoIIA peptide; inhibition, % at 10.7 µM; 0.14% of 360,000 active;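 active = mean inhibition of at least 70% across replicates, with every replicate also reaching that level; inconclusive = mean inhibition reaches 70% but some replicates fall short; inactive = mean inhibition below 70%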
Target sequence (P26447 whole entry, looked up): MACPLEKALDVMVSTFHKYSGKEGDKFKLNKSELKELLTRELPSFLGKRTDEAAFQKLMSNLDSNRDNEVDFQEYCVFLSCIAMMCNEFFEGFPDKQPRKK
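Assay system: human S100A4 monomer with TAMRA-labelled myosin IIA peptide / Buffer or medium: Calcium-containing HEPES buffer, pH 7.2 / Reagent: TAMRA-labelled myosin IIA heavy-chain peptide probe, 5 nM / Compound: one dose per compound / Timing: polarization read 5 min after assay mix addition, stable 5–60 min / Benchmarks: neutral control DMSO, positive control TFP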
esBAF inh: Bmi1 luciferase reporter increase in mESCs, primary screen, esBAF inhibitor project, mouse ES cells, Bmi1 luciferase knock-in, single point | 24 h; 100% = twice the neutral-well signal | 2% of 350,000 active | reporter increase, % at 12.5 µM; in the data active = activation above about 40%; inconclusive = no clear call, values can overlap the other calls;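 also: 0% = median of the plate's neutral control wells and 100% = double that signal; a rise in the Bmi1 reporter signal indicates esBAF inhibition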
Xi reactivation: activators of inactive X chromosome reactivation, primary screen, imaging, XiGFP fibroblasts, GFP high-content imaging, set 2; XiGFP mouse fibroblasts, % GFP-positive cells imaging, 3 d; cells co-treated with 5-aza-dC sensitizer; scaled so ellipticine positive control = 100%; activation, % at 7.58 µM; 0.055% of 360,000 active;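 active = mean normalized replicate activation at least 10% and every replicate at or above 10%; inconclusive = only one of the two criteria met; inactive = mean below 10% and not all replicates reach 10%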;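 also: 0% = median of on-plate neutral control wells and 100% = ellipticine 6 µM median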
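Material: XiGFP fibroblasts, SV40-immortalized. Buffer or medium: DMEM plus 5-aza-dC sensitizer. Compound: single concentration per compound, delivered by pin transfer. Times: 3 days compound exposure. Controls: ellipticine 6 µM.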
RAD52 inh: RAD52 DNA annealing inhibitors, primary screen, biochemical, FRET, single point, set 2; 0.46% of 360,000 active; recombinant RAD52 DNA annealing, FRET fluorescence; inhibition, % at 18.7 µM; AID 651710, 2012; DNA repair protein RAD52 homolog (Homo sapiens), P43351;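 active = every replicate showing at least 50% inhibition; inconclusive = mean inhibition at least 50% but not in every replicate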
E-selectin induc: E-selectin induction in HUVECs, primary screen, imaging, HUVEC, immunofluorescence imaging, single point; AID 686992, 2013; activation, % at 7.58 µM; P16581; normalized: neutral wells 0, TNF-alpha wells 100; 0.37% of 260,000 active;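 active = mean E-selectin-positive cell signal at least 10% of the positive control, reached in at least 60% of replicates, without over 20% cell loss; inconclusive = no rule given, readout overlaps actives, possibly toxicity-flagged; inactive = the rest, including those meeting only one limit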;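 also: in these data hits start at about 27%; measured in HUVEC primary endothelial cells; signal is the percent of cells scored E-selectin positive by PE staining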
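Assay system: HUVEC, human umbilical vein endothelial cells / Amount: 3,000 HUVEC/well / Controls: TNF-alpha positive control, DMSO neutral control / Compound dosing: single concentration / Medium: EGM-2 over gelatin coat / Evaluation: percent E-selectin-positive cells / Signal: immunofluorescence imaging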
FN deposition inh: inhibitors of fibronectin matrix deposition, primary screen, AH1F cells, Alexa488-fibronectin fluorescence, plate reader; inhibition, % at 12.6 µM; AH1F fibroblasts, overnight; 0.086% of 350,000 active;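 active = mean inhibition across replicates of 30% or more, regardless of how many single replicates reach that level; inconclusive = mean under 30% yet at least half of replicates reach 30%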;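 also: positive control wells lacked labelled fibronectin entirely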
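test system = AH1F fibroblasts assembling fluorescent fibronectin matrix | quantity = 10000 AH1F cells per well | buffer or medium = DMEM plus 2% serum, read in PBS | doses = single dose, pinned | incubation = 1 h cell attachment, overnight exposure to compound and label | detection = fluorescence at 485 nm excitation, 525 nm emission | read-out basis = inhibition from reduced deposited-fibronectin fluorescence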
RAD54 inh: inhibitors of human RAD54 branch migration, primary screen, biochemical, fluorescence, single point; DNA repair and recombination protein RAD54-like (Homo sapiens), Q92698; RAD54 Holliday junction branch migration, FAM/BHQ fluorescence; inhibition, % at 10.4 µM; 0.14% of 360,000 active; AID 602329, 2012;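 active = mean normalized replicate activity at least 40 and at least half of replicates scoring 40 or more; inconclusive = only one of the two criteria met; inactive = mean below 40 and under half of replicates reaching 40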;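 also: 0% = median of neutral control wells and 100% = median of positive control wells; inhibitors cause a drop in the FAM fluorescence signal; in these data hits start at about 50%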
Target sequence (Q92698 whole entry, looked up): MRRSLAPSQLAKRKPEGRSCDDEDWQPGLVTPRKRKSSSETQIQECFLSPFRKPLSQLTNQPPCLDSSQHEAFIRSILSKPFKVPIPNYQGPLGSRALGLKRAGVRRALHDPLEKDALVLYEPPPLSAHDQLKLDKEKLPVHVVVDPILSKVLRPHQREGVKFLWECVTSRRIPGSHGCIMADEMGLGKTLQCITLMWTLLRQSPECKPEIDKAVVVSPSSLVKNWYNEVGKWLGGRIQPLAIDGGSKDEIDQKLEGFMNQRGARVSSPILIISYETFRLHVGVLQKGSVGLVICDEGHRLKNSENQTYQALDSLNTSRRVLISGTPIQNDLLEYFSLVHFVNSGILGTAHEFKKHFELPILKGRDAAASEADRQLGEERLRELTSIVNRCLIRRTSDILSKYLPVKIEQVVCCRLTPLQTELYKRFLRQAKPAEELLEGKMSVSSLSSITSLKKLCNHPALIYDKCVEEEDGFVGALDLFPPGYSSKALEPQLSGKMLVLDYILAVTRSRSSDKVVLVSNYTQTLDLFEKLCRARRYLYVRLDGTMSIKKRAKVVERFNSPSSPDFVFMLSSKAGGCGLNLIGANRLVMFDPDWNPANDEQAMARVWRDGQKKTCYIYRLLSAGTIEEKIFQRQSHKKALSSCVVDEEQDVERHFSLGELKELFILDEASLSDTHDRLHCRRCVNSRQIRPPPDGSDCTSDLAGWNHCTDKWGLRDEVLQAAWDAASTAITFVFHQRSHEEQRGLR
* = called active by the depositor; u = inconclusive; x = no result given; & = joins results of further samples.

SMILES	EWS-Fli block	S100A4 MyoIIA	esBAF inh	Xi reactivation	RAD52 inh	E-selectin induc	FN deposition inh	RAD54 inh
C/C(=N\OCc1ccccc1)c1c(O)cc(C(C)C)n(-c2ccccc2)c1=O	5	-2	x	0.0	-43	x	7	x
COCCNC(=S)NN=C1CCCCC1	14	1	x	0.4	-6	x	x	x
CSCCC(NC(=O)c1cc(S(=O)(=O)N2CCOCC2)ccc1F)c1nc2ccccc2[nH]1 (stereo not given)	1	-1	4	0.2	-21	x	-5	-2
C[C@H](CO)N1C[C@H](C)[C@@H](CN(C)Cc2ccc(Cl)c(Cl)c2)Oc2c(NS(=O)(=O)c3ccccc3)cccc2C1=O	-1&-1	-24&-12	14&6	-0.9	-9&16	x	x	9&-3
CCCCCN(C(=O)CCC(=O)OCc1cccc(C(F)(F)F)c1)c1c(N)n(CCCC)c(=O)[nH]c1=O	17	-3	2	0.0	-5	0.1	3	3
COc1ccc(S(=O)(=O)N(C)C[C@H]2Oc3ccc(NC(=O)Nc4ccc(C(F)(F)F)cc4)cc3C(=O)N([C@H](C)CO)C[C@H]2C)cc1	8	-2	1	0.0	-1	0.8	-5	1
CCOc1ccc(S(=O)(=O)Nc2cccc(C)c2)c2cccnc12	2	-2	x	0.0	-8	-0.5	-2	x
Cn1nc(NC(=O)C(F)(F)F)c2nccnc21	0	4	14	0.3	-17	0.0	4	-4
COc1ccccc1S(=O)(=O)N[C@@H]1CC[C@@H](CCNC(=O)C2CCOCC2)O[C@@H]1CO	x	-2	-4	0.2	5	0.7	x	2
O=C(CSc1nncs1)Nc1ccc(S(=O)(=O)N2CCCC2)cc1	6	3	-2	-0.1	5	0.0	-1	x
COc1cc(C2NC(=O)NC(C)=C2C(=O)OCC2CCCCC2)ccc1O (stereo not given)	6	-6	5	0.1	-9	x	7	0
Cc1noc(C)c1S(=O)(=O)Nc1ccc2c(c1)C(=O)N([C@@H](C)CO)C[C@H](C)[C@H](CN(C)Cc1ccc(C(=O)O)cc1)OCCCC[C@@H](C)O2	-9	13	0	0.2	17	0.1	1	-5
Cc1cccc(C(=O)Nc2ccc3c(c2)C(=O)N(CC(C)C)C3=O)c1	-69	-2	u	0.3	-15	-0.4	7	-3
Cc1occc1-c1nnc(SCC(=O)NC2CC2)n1C(C)C	x	1	-6	-0.1	-3	0.3	-15	2
O=C(NC(NCc1cccnc1)C(Cl)(Cl)Cl)c1cccc2ccccc12 (stereo not given)	x	x	x	0.1	x	1.5	8	-7
Cc1ccc2c(Cl)cc(Cl)c(OCC(=O)Nc3cccc(S(N)(=O)=O)c3)c2n1	-10	-6	x	0.1	-4	2.5	24	x
CCN(CCS(=O)(=O)c1ccc(Br)cc1)Cc1nc2ccccc2c(=O)[nH]1	5	0	-19	0.3	-56	-0.2	2	0
O=C1Cc2cc(S(=O)(=O)NCc3ccc(F)cc3)ccc2N1	-9	-2	9	0.1	-1	x	-3	x
O=C(COC(=O)CNC(=O)c1ccccc1)NCCc1ccccc1	-2	9	x	0.7	-3	x	x	x
CC(C)NC(=O)N(C)C[C@H]1Oc2ncc(-c3ccccc3F)cc2C(=O)N([C@H](C)CO)C[C@@H]1C	-10	12	-3	0.9	-2	-0.1	x	-4
CN1C(=O)c2cc(NC(=O)C3CCC3)ccc2OC[C@@H]2O[C@@H](CC(=O)NCCc3ccncc3)CC[C@@H]21	-6	4	x	0.0	0	0.1	-8	x
COC(=O)c1sccc1NC(=O)Nc1ccccc1F	4	6	8	0.0	-12	-0.1	-3	7
O=C(CCc1ccccc1)N1CCN(c2ccccn2)CC1	-1	-1	x	0.0	-5	x	4	x
COC(=O)c1c(NC(=O)C2=COCCO2)sc(C)c1C	-7	-4	17	0.0	-3	-0.2	6	12
CCOCCCNc1nc(C)nc2c1nnn2Cc1c(F)cccc1Cl	8	0	x	0.1	-5	x	4	x
C[C@H]1CN([C@@H](C)CO)C(=O)c2c(c3ccccc3n2C)-c2ccccc2CO[C@@H]1CN(C)S(=O)(=O)c1ccc(C(F)(F)F)cc1	13	-3	x	-0.4	-8	-0.6	-6	x
O=C(COc1ccc(F)cc1Br)NCc1nnc2ccccn12	-3	1	-4	0.0	-11	x	-18	12
Cn1nc(-c2ccc(Cl)cc2)cc1NC(=O)CCCC(=O)O	-1	-1	x	0.1	-19	x	19	8
CCNC(=S)NNC(=O)c1cc(-c2ccc(OCC)cc2)nc2ccccc12	71*	-7	-64	x	-11	x	x	-3
CO[C@@H]1CN(C)C(=O)c2cc(NS(=O)(=O)CC(F)(F)F)ccc2OC[C@H](C)N(Cc2ccccn2)C[C@@H]1C	-7	-3	0	0.0	9	0.3	-12	-18
O=C(O)c1cc(S(=O)(=O)N2CCN(S(=O)(=O)c3ccc4ccccc4c3)CC2)ccc1Br	-1	3	-6	-0.1	-18	-0.4	-2	0
Nc1nccnc1C(=O)OCC(=O)NC1CCCc2ccccc21 (stereo not given)	-2	0	-5	-0.1	-22	x	-30	1
CCCc1cc(=O)[nH]c(SCC(=O)Nc2ccc(C)c(S(=O)(=O)N3CCCCC3)c2)n1	10	6	0	0.0	-15	x	2	-1
CC(C)(C)c1ccccc1NC(=O)N1CCNC(=O)C1CC(=O)Nc1ccc(F)cc1 (stereo not given)	-3	0	1	0.0	-35	-0.6	x	-6
CCC(NC(=O)c1ccccc1NC(=O)C(C)(C)C)C(=O)N1CC(C)OC(C)C1 (stereo not given)	-2	-1	-1	0.0	-12	x	-14	-12
COc1ccc(CNC(=O)C[C@H]2C[C@H](C(=O)N3CCCCC3)[C@@]3(C)c4[nH]c5ccc(Cl)cc5c4CCN3C2=O)cc1OC	9	-3	2	0.0	-21	-1.9	9	2
COc1ccc(OC)c(CCNC(=O)C(=O)Nc2ccc3nc4n(c(=O)c3c2)CCCCC4)c1	20	-1	-8	0.0	-10	2.0	6	9
Cn1c(C2CCCCC2)nc2ccccc21	-15	5	10	0.0	-2	x	16	-2
CCC(C)n1c(C)cc(=O)n1C(C)CC (stereo not given)	0	0	6	0.2	-12	0.4	-10	-3
CN(CCOc1ccccc1)C(=O)c1cc(S(=O)(=O)N2CCOCC2)ccc1Cl	7	-6	x	0.0	-10	-0.2	9	4
COCCNC(=O)c1cccc2c1C(=O)c1ccc(N3CCOCC3)cc1S2(=O)=O	-11	-4	3	-0.1	-64	1.5	-15	-5
O=C(Nc1cccc(S(=O)(=O)N2CCCC2)c1)C1CCCN1C(=O)c1cccs1 (stereo not given)	-2	0	-1	0.1	-2	0.1	-9	x
Cc1ccc2cc(CN(CCN(C)C)C(=O)Nc3ccc(Cl)cc3)c(=O)[nH]c2c1	-1	2	x	0.0	10	8.8	-2	x
Cc1ccccc1S(=O)(=O)N1[C@@H](c2cccc(Cl)c2)C(C(=O)O)=CC[C@H]1c1ccc(Cl)cc1	-8	-1	3	0.1	-5	x	8	16
CC(C)CN(C(=O)COC(=O)CSc1ccc([N+](=O)[O-])cc1)C1CCS(=O)(=O)C1 (stereo not given)	-7	5	-5	2.8	-16	-0.4	5	-2
CC(=O)c1ccc(OCC(=O)Nc2ccc3c(c2)CCC3)cc1	-16	-4	x	0.3	-20	0.2	-16	x
C[C@@H]1CN([C@H](C)CO)C(=O)c2cc(NS(=O)(=O)c3cccs3)ccc2O[C@@H](C)CCCCO[C@@H]1CN(C)Cc1ccc(C(=O)O)cc1	-6	-11	1	0.0	-11	-0.1	x	4
O=c1[nH]c(SCc2ccc(Cl)cc2)nc2[nH]ncc12	-19	0	x	0.0	-6	0.2	-1	x
C[C@@H]1CN([C@H](C)CO)C(=O)Cc2cc(NC(=O)CCC(F)(F)F)ccc2O[C@H]1CN(C)Cc1ccncc1	x	6	3	0.5	-11	-5.3	x	-1
Cc1nc2c3ccccc3nc(NNC(=O)CCC(=O)NC3CCCC3)n2n1	2	3	x	0.4	-6	x	-15	x
C#CCOc1ccc(Br)cc1C(c1c(C)[nH][nH]c1=O)c1c(C)[nH][nH]c1=O	7	2	-2	0.1	-15	x	-1	4
O=C(OC(C(=O)NCc1ccccc1)c1ccco1)c1ccccc1 (stereo not given)	-13	-20	x	x	-62	x	x	-8
Cc1ccccc1/C=C1\C(=O)Nc2ccc(F)cc21	-8	3	-1	0.4	-6	-0.1	-6	5
O=C(/C=C/c1ccnc2ccccc12)c1cccs1	22	0	x	0.4	-3	x	12	x
CN1C(=O)c2cc(NS(=O)(=O)c3ccccc3F)ccc2OC[C@H]2O[C@H](CC(=O)NC3Cc4ccccc4C3)CC[C@H]21	1	-30	-3	0.1	-1	0.0	-14	-6
C[C@@H]1CCCCO[C@@H](CN(C)S(=O)(=O)c2ccccc2)[C@@H](C)CN([C@@H](C)CO)C(=O)c2cc(NS(=O)(=O)c3ccc(F)cc3)ccc2O1	10	1	4	0.2	-10	2.9	3	-7
CCCc1nnc(NC(=O)CCC(=O)N2CCN(Cc3ccc(Cl)cc3)CC2)s1	x	0	-1	0.1	-12	x	-2	9
O=C(NCC1CCS(=O)(=O)C1)Oc1ccccc1 (stereo not given)	x	-1	2	x	-2	x	-3	5
Cc1ccc(C)c2c1CCC(=Cc1ccccc1[N+](=O)[O-])C2=O	4	-9	x	0.0	-9	-0.3	-1	5
CCOc1ccc(N2C(=O)/C(=C/c3ccccc3OCC(=O)OC)N(CC(=O)OC)C2=S)cc1	-2	-4	x	0.1	5	x	x	x

Further structures.
SMILES	EWS-Fli block	S100A4 MyoIIA	esBAF inh	Xi reactivation	RAD52 inh	E-selectin induc	FN deposition inh	RAD54 inh
CCCNC(=O)[C@H]1[C@H](CO)[C@H]2Cn3c(ccc(-c4cncnc4)c3=O)[C@H]2N1C(=O)c1ccccc1F	-2	-9	-2	0.5	-6	-0.1	x	3
CCCn1c(SCC(=O)NC2CC2)nnc1-c1ccccn1	-3	1	1	0.3	-18	0.1	10	13
Cc1cc(C)n(-c2nc3ccccc3c(=O)n2OCC(C)C)n1	6	-2	0	0.2	1	0.0	3	-6
Cc1ccc(-c2cc(C(=O)O)n[nH]2)s1	0	3	-1	0.0	-22	x	1	x

Reprinted at random: 2 compounds from above.
SMILES	EWS-Fli block	S100A4 MyoIIA	esBAF inh	Xi reactivation	RAD52 inh	E-selectin induc	FN deposition inh	RAD54 inh
CCCn1c(SCC(=O)NC2CC2)nnc1-c1ccccn1	-3	1	1	0.3	-18	0.1	10	13
Cc1ccc(-c2cc(C(=O)O)n[nH]2)s1	0	3	-1	0.0	-22	x	1	x
